Platelet DG rel: modulates dense granule release in human platelets | inhibition, %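 (compounds screened at 7.5 µM in platelet-rich plasma)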 | human platelet-rich plasma, SFLLRN dense granule ATP release, luminescence | 300,000 tested, 0.22% active;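 active means mean replicate score, as percent of positive control, at or above 50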
RGS4 block: human RGS4 inhibition; P49798; HEK293 M3R/RGS4 inducible, Fluo-4 calcium flux; active compounds read high; triggered by carbachol at its EC20; B-score at 10 µM; 310,000 tested, 0.45% active; AID 463165;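 active means B-score, a plate-corrected calcium signal, over three deviations above library mean, with baseline fluorescence within five deviations of library mean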;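 further: RGS4 expression induced by doxycycline in cells with stable M3 receptor; B-score is computed from the integrated fluorescence ratio over baseline after carbachol; higher B-score means a larger calcium signal and so more RGS4 inhibition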
Target sequence (P49798 whole entry, looked up): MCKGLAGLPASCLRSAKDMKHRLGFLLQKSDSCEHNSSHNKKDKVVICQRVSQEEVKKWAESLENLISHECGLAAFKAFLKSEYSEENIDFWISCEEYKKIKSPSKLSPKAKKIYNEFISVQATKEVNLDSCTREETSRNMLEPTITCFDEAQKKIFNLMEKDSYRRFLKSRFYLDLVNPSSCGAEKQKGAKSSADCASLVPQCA
RGS4 pot: RGS4 potentiation or activation. HEK293 M3R/inducible RGS4, carbachol calcium flux Fluo4; active compounds read low. B-score at 10 µM. 310,000 tested, 0.92% active. AID 463111;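 active means B-score of the integrated calcium signal more than 4 SD below the library mean, with starting fluorescence not abnormally high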;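 further: negative B-score means reduced calcium response which marks RGS4 activation or potentiation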
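Material: M3R-expressing HEK293 line, RGS4 induced by doxycycline | Schedule: Overnight RGS4 induction, 30 min dye load 37 °C, 20 min compound RT | Measured by: Fluo4 fluorescence kinetic imaging of calcium | Read-out: Integrated calcium ratio converted to B score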
TRPC4 block: TRPC4 (mouse) channel inhibition | HEK293 TRPC4beta/mu-opioid, DAMGO-evoked Fluo4 calcium flux; active compounds read low | AID 2247 | Q9QUQ5 | 300,000 tested, 0.39% active | B-score at 10 µM;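 active means B-score over 3 SD under the library average, no early fluorescence shift, positive overall ratio signal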
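test system = HEK293 cells with stable TRPC4beta plus mu-opioid receptor expression | detection = Fluo4 Ca2+ flux fluorescence | read-out = integrated fluorescence ratio relative to baseline, converted to per-well B score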
MrgX1 ag: human MrgX1 receptor agonism, primary screen; MrgX1-HEK293 cells, Fluo-4 calcium fluorescence, agonist mode; active compounds read high; 310,000 tested, 0.44% active; B-score at 10 µM; Q96LB2; AID 588627;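 active means calcium response B-score plate-corrected fluorescence ratio at least 3 library SD, with starting fluorescence B-score inside 5 SD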
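Test system: HEK293 cells stably expressing human MrgX1 receptor; Input: fifteen thousand cells per well; Dosing: compound delivered in addition one of three; Schedule: overnight seeding, then 1 h dark dye loading; Technique: Fluo-4 NW calcium fluorescence; Measure: B-scored fluorescence response ratio; Controls: positive and negative controls per plate.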
TRPC6 act: activators of mouse TRPC6 channel. AID 2550. B-score at 10 µM. 310,000 tested, 0.13% active. HEK293-TRPC6 membrane potential dye fluorescence; active compounds read high. Q61143;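 active means B-score of the integrated fluorescence ratio above library mean plus 3 SD, and starting fluorescence ratio within library mean plus 5 SD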;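 further: higher score means more depolarization so channel activation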
Target sequence (Q61143 whole entry, looked up): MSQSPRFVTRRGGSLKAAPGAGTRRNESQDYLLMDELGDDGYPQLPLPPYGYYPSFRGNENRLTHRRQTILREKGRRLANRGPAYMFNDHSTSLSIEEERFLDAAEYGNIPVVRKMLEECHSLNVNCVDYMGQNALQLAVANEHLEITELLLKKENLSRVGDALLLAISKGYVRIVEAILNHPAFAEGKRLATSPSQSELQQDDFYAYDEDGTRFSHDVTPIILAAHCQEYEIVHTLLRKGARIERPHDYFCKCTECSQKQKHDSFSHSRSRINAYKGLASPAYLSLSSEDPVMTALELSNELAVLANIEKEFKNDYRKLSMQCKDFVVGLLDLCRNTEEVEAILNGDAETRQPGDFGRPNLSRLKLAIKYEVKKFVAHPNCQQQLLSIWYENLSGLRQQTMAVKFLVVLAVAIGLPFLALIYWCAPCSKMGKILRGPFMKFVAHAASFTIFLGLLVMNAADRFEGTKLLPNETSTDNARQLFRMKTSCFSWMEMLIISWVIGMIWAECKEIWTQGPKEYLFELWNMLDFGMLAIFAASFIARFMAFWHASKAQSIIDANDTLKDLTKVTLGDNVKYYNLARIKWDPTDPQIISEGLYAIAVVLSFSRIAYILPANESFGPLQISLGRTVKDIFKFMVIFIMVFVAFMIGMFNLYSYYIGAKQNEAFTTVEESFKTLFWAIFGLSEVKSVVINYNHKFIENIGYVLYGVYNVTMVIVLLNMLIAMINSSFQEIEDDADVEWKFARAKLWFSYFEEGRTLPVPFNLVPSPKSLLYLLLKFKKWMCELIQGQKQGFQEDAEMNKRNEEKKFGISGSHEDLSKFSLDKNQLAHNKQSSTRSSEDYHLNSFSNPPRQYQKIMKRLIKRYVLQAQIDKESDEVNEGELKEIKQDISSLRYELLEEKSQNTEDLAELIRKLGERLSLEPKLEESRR
SKKanGAS inh: SKKanGAS growth inhibition | S. pyogenes SKKanGAS, kanamycin growth, BacTiter-Glo, 6 h | inhibition, % at 7.5 µM | AID 1662 | 300,000 tested, 1.3% active;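 active means mean replicate score, as percent of positive control median, at least 50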;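 further: strain carries kanamycin resistance gene driven by streptokinase promoter and grows in 40 µg/ml kanamycin; loss of luminescence reflects streptokinase promoter inhibition or plain growth inhibition; 0% = median of DMSO wells and 100% = positive control at its reference dose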
MrgX1 antagonist: blocks BAM8-22 activation of human MrgX1 receptor | MRGX1-HEK293 calcium flux, Fluo-4, BAM8-22 antagonism; active compounds read low | Q96LB2 | 310,000 tested, 1.3% active | B-score at 10 µM;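 active means calcium-response B-score plate-corrected more than 3 library SD below zero, starting fluorescence within 5 deviations, no agonist response on first addition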;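 further: peak minus trough fluorescence over baseline after final BAM8-22 challenge near maximal dose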
MrgX1 allo act: human MrgX1 positive allosteric modulation, primary screen; Q96LB2; MrgX1-HEK293, Fluo-4 calcium flux, FDSS; active compounds read high; B-score at 10 µM; 310,000 tested, 0.63% active; AID 588675;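 active means plate-corrected calcium response at least 3 library SD above typical, normal starting fluorescence, not activating the receptor alone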;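 further: compound read alongside a low EC10 to EC30 dose of BAM8-22 agonist; peak minus trough fluorescence over baseline measured at the second addition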
TRPC6 inhibitor: blocks the mouse TRPC6 cation channel; HEK293-TRPC6, membrane potential dye, ACh-evoked depolarization; active compounds read low; B-score at 10 µM; 310,000 tested, 1.1% active; AID 2553;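 active means B-score under library mean minus 3 SD, initial fluorescence not abnormally high, positive integrated signal ratio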;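 further: B-score derived from integrated fluorescence ratio over the kinetic read; more negative B-score means stronger inhibition of depolarization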
HIF act: HIF pathway transcriptional activation; U2OS HRE-luciferase reporter, luminescence; normalized: DMSO 0%, desferrioxamine 100%; activation, % at 7.5 µM (by protocol); 300,000 tested, 0.32% active;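 active means mean activation of at least 10% of the iron chelator positive control signal, with at least half of replicates also reaching 10%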
The depositor's hits bear a star; i = inactive; / = no result given.

SMILES | Platelet DG rel | RGS4 block | RGS4 pot | TRPC4 block | MrgX1 ag | TRPC6 act | SKKanGAS inh | MrgX1 antagonist | MrgX1 allo act | TRPC6 inhibitor | HIF act
Cc1ccc(C)c(N(C(=O)c2csnn2)C(C(=O)NC2CCCCC2)c2ccccn2)c1 (configuration not stated) | -2.8 | i | i | i | i | i | -2.8 | i | i | i | 1.1
COc1ccc(CC(=O)N2CCOCC2)cc1 | 14.8 | i | i | i | i | i | -6.6 | i | i | i | -0.2
Fc1ccc(-c2nn3c(C4COc5ccccc5O4)nnc3s2)cc1 (configuration not stated) | 4.6 | i | i | i | i | i | -3.7 | i | i | i | 0.9
Cc1ccc(N/N=C/c2c(O)cc(C)oc2=O)cc1 | -1.2 | / | / | / | i | / | 8.8 | i | i | / | 0.5
CSc1sc(C(=O)N2CCc3ccccc32)cc1S(=O)(=O)C(C)C | -3.8 | i | i | i | i | i | 42.7 | i | i | i | -0.2
CCN(CC)S(=O)(=O)c1ccc(N2CCOCC2)c(NC(=O)C2CCCO2)c1 (configuration not stated) | 2.7 | i | i | i | i | i | 14.0 | i | i | i | 0.4
Cc1ccc(C(=O)N/C(=C\c2cccnc2)c2nc3ccccc3[nH]2)cc1 | -6.7 | i | i | i | i | i | -3.6 | i | i | i | 0.0
Oc1[nH]c2ccc(Br)cc2c1N=NC(=S)N1CCOCC1 | 2.9 | i | i | i | i | i | 89.1* | i | i | i | 161.3*
O=C(NCc1cccnc1)C1CC(=O)N(c2ccc(F)cc2)C1 (configuration not stated) | 2.7 | i | i | i | i | i | -6.1 | i | i | i | 0.1
CCN1CCCC1CNC(=O)c1cc(S(=O)(=O)N(C)C)ccc1Cl (configuration not stated) | -2.8 | i | i | i | i | i | -1.1 | i | i | i | -1.9
NS(=O)(=O)c1ccc(CCNC(=O)CCCC2=NS(=O)(=O)c3ccccc3N2)cc1 | 2.4 | i | i | i | i | i | 8.5 | i | i | i | -0.8
Nc1nnc(SCC(=O)N2CCN(Cc3ccccc3)CC2)s1 | 8.0 | i | i | i | i | i | 0.5 | i | i | i | -0.2
Cc1ccc(-c2nc(NCc3cccnc3)c3ccccc3n2)cc1 | -12.0 | i | i | i | i | i | -1.1 | i | i | i | 0.5
Cc1ncc([N+](=O)[O-])n1CC(=O)NC1CCCCC1 | -3.5 | i | i | i | i | i | 3.0 | i | i | i | -0.5
O=C(O)c1ccccc1C(=O)Nc1nc(-c2ccc3ccccc3c2)cs1 | -0.3 | i | i | i | i | i | 12.4 | i | i | i | 3.2
Cc1ccc(S(=O)(=O)N2CCOCC2)cc1NC(=O)COC(=O)CSc1ccc(Br)cc1C | -5.7 | i | i | i | i | i | -12.2 | i | i | i | -0.3
CC1CCCN(C(=O)CSCC(=O)Nc2nc(-c3cccs3)cs2)C1 (configuration not stated) | 8.2 | i | i | i | i | i | -10.2 | i | i | i | 1.1
O=C(N/N=C/c1ccc(Cl)s1)c1ccccc1[N+](=O)[O-] | -12.3 | i | i | i | i | i | 4.1 | i | i | i | -0.3
O=C(NC1=NCCS1)C1CC2CCC1C2 (configuration not stated) | 10.1 | i | i | i | i | i | 2.5 | i | i | i | -0.6
C#Cc1ccc([C@@H]2C=C(C(=O)NC3CC3)O[C@H](OCC)[C@H]2CCCO)cc1 | -1.0 | i | i | i | i | i | 1.9 | i | i | i | -0.6
Cc1c(NC(=O)c2csc3c2CCCC3)c(=O)n(-c2ccccc2)n1C | 3.8 | i | i | i | i | i | 1.3 | i | i | i | -0.2
COc1cccc(C(=O)NCC(=O)NCc2cc(=O)n(C)c(=O)n2C)c1 | -0.3 | i | i | i | i | i | 3.0 | i | i | i | -0.3
C=CCn1c(SCC(=O)OCC)nc2cc(C(=O)NCc3ccco3)ccc2c1=O | -6.7 | i | i | i | i | i | -4.5 | i | i | i | -0.3
CCCN(CCC)C(=O)c1c(NC(=O)CC)sc2c1CCCCC2 | 2.6 | i | i | i | i | i | -5.1 | i | i | i | -0.2
CCn1c2ccccc2c2cc(NC(=O)COC(=O)c3ccccc3F)ccc21 | 10.5 | i | i | i | i | i | 1.2 | i | i | i | -9.2
CC(C)(C)N(Cc1cc2ccccc2[nH]c1=O)C(=O)C1CCCCC1 | 0.1 | i | i | i | i | i | -8.8 | i | i | i | -0.3
Cc1nccn1CC(=O)O | -0.2 | i | i | i | i | i | -0.6 | i | i | i | -0.5
CCOc1ccccc1NC(=O)c1cc(C(=O)c2cc(Br)ccc2O)coc1=N | 0.8 | i | i | i | i | i | / | i | i | i | 0.3
NC(=O)C1(c2ccccc2)CCC(=O)N1c1ccccc1 (configuration not stated) | -4.2 | i | i | i | i | i | -18.6 | i | i | i | 0.1
COc1ccc(S(=O)(=O)N2CC(O)CC2C(=O)Nc2cccnc2)cc1 (configuration not stated) | 5.3 | i | i | i | i | i | 30.8 | i | i | i | -0.1
Cc1onc(-c2c(F)cccc2Cl)c1C(=O)NCCc1ccncc1 | -2.9 | i | i | i | i | i | -1.1 | i | i | i | -0.3
CCc1c(O)nc(SCC(=O)Nc2ccccc2)n(-c2ccccc2)c1=O | -3.0 | i | i | i | i | i | 8.1 | i | i | i | 0.1
Cc1cnc(C)c(N2CCC(C(=O)NC(C)c3cccs3)CC2)n1 (configuration not stated) | -4.9 | i | i | i | i | i | -0.3 | i | i | i | 0.3
N#CC12CCCCC1CC1CCCCC1(C#N)N2N (configuration not stated) | 3.2 | i | i | i | i | i | -2.5 | i | i | i | 0.3
CCc1cc(=O)[nH]c(SCC(=O)N2CCC(Cc3ccccc3)CC2)n1 | 0.4 | i | i | i | i | i | -8.7 | i | i | i | -14.9
C=CCNC(=O)CSc1nnc(-c2ccccc2Cl)n1-c1c(C)n(C)n(-c2ccccc2)c1=O | -3.4 | i | i | i | i | i | -1.4 | i | i | i | -0.6
CCc1cc(=O)oc2cc(C)cc(OCC(=O)NCC3CCC(C(=O)O)CC3)c12 (configuration not stated) | 0.2 | i | i | i | i | i | 6.4 | i | i | i | -0.3
COc1ccc(NC(=O)CCc2nc(-c3ccc(C)cc3)no2)cc1Cl | 7.9 | i | i | i | i | i | -4.5 | i | i | i | 1.1
CCOC(=O)C1CCN(C2=NC(=O)/C(=C/c3ccccc3OC)S2)CC1 | -2.6 | i | i | i | i | i | 0.4 | i | i | i | -17.4
O=C(Nc1ccc(-c2nc3cc(NC(=O)c4cccs4)ccc3o2)cc1)c1cccs1 | 24.0 | i | i | i | i | i | 2.2 | i | i | i | 0.2
COc1ccc(Br)c(-c2nnc(CS(=O)(=O)c3ccccc3)o2)c1 | 0.0 | i | i | i | i | i | -3.5 | i | i | i | 3.0
O=C(Nc1ccc(-c2nc3cc(Cl)ccc3o2)cc1)C1CCCO1 (configuration not stated) | 3.4 | i | i | i | i | i | -1.9 | i | i | i | -0.3
Cc1ccc(NC(=O)CN2C(=O)S/C(=C\c3cccn3-c3cccc(C(=O)O)c3)C2=O)c(C)c1 | -1.3 | i | i | i | i | i | 58.7* | i | i | i | -0.3
CCc1nc(-c2ccccc2O)n(-c2ccccc2)n1 | -2.0 | i | i | i | i | i | 7.4 | i | i | i | -0.5
CC(=O)c1cc2c(cc1NS(=O)(=O)c1ccc(C)cc1)OCO2 | -6.0 | i | i | i | i | i | 2.3 | i | i | i | 0.8
O=C(Cn1c(C(=O)NCCCN2CCOCC2)cc2sccc21)c1ccccc1 | 2.6 | i | i | i | i | i | 2.1 | i | i | i | -0.4
O=C1CNC(=O)/C1=C\N1CCCCC1 | -1.6 | i | i | i | i | i | -1.2 | i | i | i | 0.2
Cc1ccc(S(=O)(=O)N2CCN(C(=O)CSc3ncc(C(F)(F)F)cc3Cl)CC2)cc1 | -7.9 | i | i | i | i | i | -2.2 | i | i | i | -0.5
CC(=O)c1cccc(OCc2cc(C(=O)N(C)CCc3ccccn3)no2)c1 | -2.4 | i | i | i | i | i | -0.4 | i | i | i | 0.7
COc1ccccc1CNC(=O)c1cc(C(C)=O)c[nH]1 | -12.8 | i | i | i | i | i | 4.7 | i | i | i | -0.3
CCC(C)c1ccc(NC(=O)C2CC2)cc1 (configuration not stated) | 1.2 | i | i | i | i | i | -1.2 | i | i | i | 2.0
CC(NC(=O)c1cccnc1)C(=O)N1CCCCC1 (configuration not stated) | -7.2 | i | i | i | i | i | -3.0 | i | i | i | -0.3
COc1cc(OC)nc(Oc2ccccc2C(=O)Oc2ccc(Cl)cc2)n1 | -3.8 | i | i | i | i | i | -2.2 | i | i | i | -0.1
Cn1cc(S(=O)(=O)NC2CCCCCC2)c(=O)n(C)c1=O | -5.7 | i | i | i | i | i | 2.3 | i | i | i | 0.7
COc1ccc(-n2nnnc2CNC(=O)c2ccc3ccccc3c2)cc1 | -2.1 | i | i | i | i | i | -2.4 | i | i | i | -4.7
Nc1nonc1-n1nnc(C(=O)N/N=C/C=C/c2ccccc2)c1CSC1=NCCS1 | 17.5 | i | i | i | i | i | 9.6 | i | i | i | 2.2
COC(=O)N1CC(C)N(C(=O)OC)CC1C (configuration not stated) | 1.0 | i | i | i | i | i | -4.3 | i | i | i | -0.2
Cc1ccc(NC(=O)CNCc2ccccc2)c(Br)c1 | 3.9 | i | i | i | i | i | -29.7 | i | i | i | 2.1
O=c1oc2ccccc2c2nccnc12 | -4.4 | i | i | i | i | i | -7.8 | i | i | i | 0.4
CC(=O)N1CCc2cc(S(=O)(=O)N3CC(C)CC(C)C3)ccc21 (configuration not stated) | -2.5 | i | i | i | i | i | 0.9 | i | i | i | -1.6
Carrying on.
SMILES | Platelet DG rel | RGS4 block | RGS4 pot | TRPC4 block | MrgX1 ag | TRPC6 act | SKKanGAS inh | MrgX1 antagonist | MrgX1 allo act | TRPC6 inhibitor | HIF act
Cc1nnc(NC2=NCCC2)o1 | 8.5 | i | i | i | i | i | 1.4 | i | i | i | 0.1
CCOc1ccc(Br)cc1C(=O)Nc1ccc(C(=O)NCC(C)C)cc1 | 5.2 | i | i | i | i | i | 7.4 | i | i | i | 0.2
O=C(NC1CCCC1)c1ccc(S(=O)(=O)N2CCOCC2)cc1 | 4.4 | i | i | i | i | i | 13.1 | i | i | i | -0.8
COc1ccc(-n2c(SCC(=O)Nc3ccccc3)nc3c(c2=O)SCC3)cc1 | 17.6 | i | i | i | i | i | 2.4 | i | i | i | -0.4
COc1cc(/C=N/N2CCN(C3c4ccccc4-c4ccccc43)CC2)cc(OC)c1OC | 3.4 | i | i | i | i | i | -0.3 | i | i | i | -0.4

Source: PubChem BioAssay (several laboratories)
